Compound activity deposited in PubChem BioAssay by several laboratories.
TRAIL sens C8 = viability loss with TRAIL in NB7+C8 cells, primary screen, TRAIL sensitizer project, cell-based, ATPlite luminescence; inhibition (viability loss, TRAIL sensitization), % at 10 µM; 360,000 compounds, 1% hits; AID 624354, 2012;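 active means compounds causing at least 50% loss of cell viability in the single-dose screen, relative to plate controls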
SRC1 inh = SRC1 coactivator transcriptional activity inhibitors, primary screen, cell-based, luminescence; Nuclear receptor coactivator 1 (Homo sapiens), Q15788; HEK293 GAL4-SRC1 luciferase reporter; inhibition, % at 3.6 µM; 360,000 compounds, 0.12% hits; AID 588354, 2011;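 active means inhibition above the campaign mean plus 3 SD, with each screening campaign given its own cutoff, cut at about 60% in these data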;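 further: 0% = DMSO treated cells and 100% = gossypol at 36 µM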
CF NFkB inh = inhibitors of PAF-induced NF-kB signaling, primary screen, cell-based, GFP fluorescence, uHTS; KKLEB NF-kB-GFP reporter, GFP fluorescence overnight; inhibition, % at 5 µM; 360,000 compounds, 0.86% hits; AID 588850, 2011;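 active means at least 50% inhibition at 5 µM, scaled per plate between neutral and stimulator controls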;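 further: PAF is a Pseudomonas aeruginosa culture filtrate used as stimulus; plate controls were PAF-stimulated DMSO wells for no effect and unstimulated DMSO wells for full effect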
EBV LMP1 NFkB = EBV LMP1-driven NF-kappaB luciferase reporter inhibitors, primary screen, cell-based, luminescence, single point | LMP1-induced NF-kappaB luciferase reporter cells | inhibition, % at 12.5 µM | 350,000 compounds, 0.69% hits | AID 504558, 2011; in the data active means inhibition above about 41%;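 further: 0% = neutral control wells and 100% = reference inhibitor control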
TROY signal inh = inhibitors of TROY-driven NF-kB signaling, primary screen, Q293 LMP1-TROYcd cells, NF-kB luciferase, uHTS; Q293 LMP1-TROYcd NF-kB luciferase reporter, 4 h; inhibition, % at 10 µM; 360,000 compounds, 0.98% hits;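 active means compounds whose plate-normalised and pattern-corrected inhibition of the luciferase reporter signal at the single screening dose is 50% or more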
Shn3 3UTR inh = reduction of Shn3 3'UTR firefly luciferase signal, primary screen, Schnurri-3 inhibitor project, cell-based, Clone20 osteoblasts, set 2. Clone20 osteoblast Shn3 3'UTR firefly luciferase, 24 h. inhibition, % at 12.5 µM. 360,000 compounds, 0.52% hits;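 active means mean inhibition of at least 75% with every replicate also reaching 75%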;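 further: 0% = median of neutral control wells and 100% = pilot-screen positive control compound; some compounds past the cut are filed as inactive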
LRH-1 inv ag = LRH-1 (NR5A2) inverse agonists, primary screen, cell-based, luminescence, HEK293T, StAR-luciferase reporter. Nuclear receptor subfamily 5 group A member 2 (Homo sapiens), O00482. LRH-1 transfected, 24 h. inhibition, % at 3.6 µM. 360,000 compounds, 0.13% hits;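 active means inhibition above the mean inhibition of all tested compounds plus 3 SD, cut at about 73% in these data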;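 further: 0% = DMSO wells and 100% = reporter-only cells lacking LRH-1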
Target sequence (O00482 whole entry, looked up): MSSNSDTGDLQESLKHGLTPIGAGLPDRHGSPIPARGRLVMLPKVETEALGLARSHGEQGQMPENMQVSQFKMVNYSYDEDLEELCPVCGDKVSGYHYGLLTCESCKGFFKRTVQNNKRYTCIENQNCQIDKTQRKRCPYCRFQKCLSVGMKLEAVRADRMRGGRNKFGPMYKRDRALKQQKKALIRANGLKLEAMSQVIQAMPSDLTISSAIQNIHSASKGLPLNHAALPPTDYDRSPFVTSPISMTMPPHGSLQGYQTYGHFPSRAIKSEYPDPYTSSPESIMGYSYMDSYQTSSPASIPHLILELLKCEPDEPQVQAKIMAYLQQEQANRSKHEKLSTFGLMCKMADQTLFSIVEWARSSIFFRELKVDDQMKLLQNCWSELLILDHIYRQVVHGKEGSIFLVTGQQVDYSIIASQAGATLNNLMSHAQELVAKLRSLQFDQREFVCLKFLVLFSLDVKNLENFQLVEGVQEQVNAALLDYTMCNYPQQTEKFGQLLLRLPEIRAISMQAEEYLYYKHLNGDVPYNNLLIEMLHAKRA
KKLEB tox = cytotoxicity in KKLEB CF airway cells, primary screen, cytotoxicity control for CF NF-kB inhibitor project, cell-based, uHTS, fluorescence assay plates. KKLEB CF airway cells viability, ATPlite luminescence, overnight; stronger effect = lower value; cells stimulated with P. aeruginosa culture filtrate. activity change (cytotoxicity), % at 5 µM. 360,000 compounds, 0.36% hits;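 active means corrected activity change at or below -50% at 5 µM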
SRC3 inh = SRC3 coactivator transcriptional activity inhibitors, primary screen, cell-based, luminescence | inhibition, % at 3.6 µM | Nuclear receptor coactivator 3 (Homo sapiens), Q9Y6Q9 | HEK293 GAL4-SRC3 luciferase reporter | 360,000 compounds, 0.17% hits;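 active means inhibition above a per-campaign cutoff, the mean of all compounds plus 3 SD, cut at about 60% in these data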;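 further: 0% = DMSO-treated cells and 100% = gossypol-treated cells at 36 µM; higher means less SRC3-driven luciferase light from the GAL4 reporter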
NR2F2 inh = NR2F2 transcriptional activity inhibitors, primary screen, cell-based, luciferase reporter, HEK293T, luminescence; COUP transcription factor 2 (Homo sapiens), P24468; HEK293T NGFI-A luciferase reporter; inhibition, % at 8.6 µM; 370,000 compounds, 0.7% hits; AID 686940, 2013;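 active means inhibition above a per-plate cutoff, mean inhibition of test wells between control levels plus 3 SD, cut at about 38% in these data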;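 further: cells cotransfected with COUP-TFII expression vector driving the NGFI-A reporter; 0% = median of COUP-TF2 test wells and 100% = reporter-only cells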
Target sequence (P24468 whole entry, looked up): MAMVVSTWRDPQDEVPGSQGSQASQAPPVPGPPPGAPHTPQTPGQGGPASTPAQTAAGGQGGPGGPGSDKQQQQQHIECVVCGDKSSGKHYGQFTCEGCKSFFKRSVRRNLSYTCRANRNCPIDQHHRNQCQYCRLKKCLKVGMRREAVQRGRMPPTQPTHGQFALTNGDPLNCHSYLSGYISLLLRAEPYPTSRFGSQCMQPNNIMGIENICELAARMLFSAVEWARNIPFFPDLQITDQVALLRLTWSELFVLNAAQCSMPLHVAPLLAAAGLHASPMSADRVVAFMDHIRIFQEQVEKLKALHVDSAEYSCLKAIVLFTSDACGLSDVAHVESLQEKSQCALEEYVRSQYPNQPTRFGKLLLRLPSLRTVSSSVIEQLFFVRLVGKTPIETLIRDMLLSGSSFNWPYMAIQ
TWEAK Fn14 block = inhibitors of TWEAK-Fn14 signaling, primary screen, luciferase reporter cells, uHTS; 360,000 compounds, 2% hits; AID 1159606, 2016; TWEAK-stimulated Fn14 reporter cells, luciferase luminescence, 8 h; inhibition, % at 10 µM; in the data active means inhibition above about 50%
* marks the source's active call; other numbers are inactive results; . = no result given. This is a subset, so the mix of outcomes need not match the whole.

SMILES	TRAIL sens C8	SRC1 inh	CF NFkB inh	EBV LMP1 NFkB	TROY signal inh	Shn3 3UTR inh	LRH-1 inv ag	KKLEB tox	SRC3 inh	NR2F2 inh	TWEAK Fn14 block
C=CCn1c(N)cc(=O)nc1SCC(=O)Nc1ccccc1C(N)=O	-13	-8	-14	-3	16	18	2	9	-7	8	0
COc1ccccc1C(=O)Nc1ccc(S(=O)(=O)N2CCCCC2c2cccnc2)cc1 (stereo not drawn)	6	2	8	-16	17	25	6	4	-4	10	6
COc1ccc2c(C)cc(SCC(=O)Nc3ccc(Cl)cn3)nc2c1	2	-13	52*	-10	9	9	1	-52*	-7	10	-2
c1ccc(-c2csc3ncn4cnnc4c23)cc1	2	-5	25	4	13	-18	-6	-2	18	-6	1
COc1ccc(/C=N/N2CCN(c3ccccc3OC)CC2)cc1Br	-1	-24	5	-4	-32	-9	-11	10	-47	-21	-40
O=C(O/N=C1\CCCc2ccccc21)c1cccs1	-5	-15	4	-3	80*	-6	10	5	9	3	-23
S=c1[nH]nc(-c2ccccn2)n1/N=C/c1cccs1	-2	8	0	3	7	0	1	7	1	-3	-11
CCOc1nc(Nc2ccccc2F)nc(OCC)n1	-5	4	19	4	-9	-5	-1	-7	-6	-10	-1
O=C1NC[C@H](CCCCN2C[C@H](Cc3ccccc3)N(CCc3ccc(O)cc3)C(=O)C2=O)N(CC2CCCCC2)C1=O	-8	.	.	.	3	.	-3	.	.	13	-11
COc1ccc(CN2CCN(C(=O)c3cc(-c4cccnc4)nc4ccc(Cl)cc34)CC2)c(OC)c1OC	3	26	2	-2	12	21	22	-22	19	14	26
CC(=O)Nc1ccc(S(=O)(=O)Nc2ccccc2C(=O)N2CCCC2)cc1	-17	-1	-3	-1	-17	-33	13	-2	-16	0	-6
CN(Cc1ccccc1)C(=O)c1cccc(NC(=O)c2ccco2)c1	-4	-12	13	2	-18	4	-2	-8	-3	-11	-11
c1ccc(Sc2ncccn2)nc1	1	-11	-3	1	7	20	1	-2	6	5	2
CCSC1=C(C#N)C(=O)n2c1cc1c2CCCC1	-5	-38	32	1	17	21	-1	1	0	10	5
CN1CCN(S(=O)(=O)c2cccc(C(=O)Nc3nccs3)c2)CC1	-5	13	0	-5	10	-9	3	5	16	10	8
Cc1ccc(NC(=O)c2ccccc2OCC(=O)Nc2ccccc2F)cc1S(=O)(=O)N(C)C	32	4	29	-10	-20	14	3	-12	-5	-12	7
O=C(Cc1ccccc1)N1CCC(c2nc3ccccc3[nH]2)CC1	-10	11	4	-4	18	-1	9	-10	20	3	10
Cc1ccc(C)c(OCC(=O)Nc2ccc3c(c2)OCO3)c1C	19	-9	19	-18	-11	-6	-4	-15	0	-6	-11
COc1ccc(C=O)cc1COc1ccc(Cl)cc1[N+](=O)[O-]	-5	6	3	-13	-3	-3	-11	-2	2	-7	2
CCOC(=O)[C@]12CCC=C1N(CCC1=CCCCC1)C(=O)[C@H](CC(=O)N1CCN(C(=O)c3ccco3)CC1)C2	2	.	.	.	-24	.	-9	.	.	3	13
Cc1cccc(CNC(=O)C2CCC(=O)N(CCCc3ccccc3)C2)c1 (stereo not drawn)	-18	3	-7	3	2	-3	0	-1	-2	-9	4
CNCC(C)COc1ccccc1OCc1ccccc1 (stereo not drawn)	-6	12	-9	-6	6	2	26	1	34	-3	6
Cc1cc(N)n2nc(-c3ccccc3)cc2n1	77*	-107	-7	9	-32	-126	-111	-11	-61	-56	38
O=C(NCC1CCCO1)C(c1ccc(F)cc1)N(Cc1ccc2c(c1)OCO2)C(=O)c1ccc(CN2CCOCC2)o1 (stereo not drawn)	1	11	-9	5	5	1	0	0	-9	1	8
CC(C)C(=O)Nc1ccc2c(c1)nc(CCN1CCN(C)CC1)n2C	0	8	-3	-2	15	-10	10	5	3	-1	-6

Next compounds follow.
SMILES	TRAIL sens C8	SRC1 inh	CF NFkB inh	EBV LMP1 NFkB	TROY signal inh	Shn3 3UTR inh	LRH-1 inv ag	KKLEB tox	SRC3 inh	NR2F2 inh	TWEAK Fn14 block
CC(=O)NNC(=O)CCn1nnc2ccccc21	-6	-1	3	4	2	9	-6	9	11	9	14
COc1ccccc1CNS(=O)(=O)N(C)C	-2	-12	-3	-4	-26	-14	8	7	-1	-4	-6
CCC(=O)N/N=C(\C)CC(=O)Nc1cccc([N+](=O)[O-])c1	-7	-9	-3	0	9	2	10	9	12	-20	0
COc1ccc(Oc2c(O)c3ccccc3n(C)c2=O)cc1	1	3	2	10	24	6	2	-4	5	8	4
Cc1oc(-c2ccc(Cl)cc2)nc1CS(=O)CC(=O)NC1CCCCCC1 (stereo not drawn)	4	6	-17	0	1	-5	13	8	12	5	2
Cc1nn(C(C)C(=O)NCCCN2CCCCCC2)c(=O)c2c1sc1ccccc12 (stereo not drawn)	12	-24	4	1	20	14	6	-17	7	-12	-30
COc1ccc(OC)c(NC(=O)C23CCC(C)(C(=O)O2)C3(C)C)c1 (stereo not drawn)	5	10	-12	5	9	-3	-11	4	-2	4	-25
Cc1cc(NC(=O)CSC2=NS(=O)(=O)c3cc(Cl)ccc3N2)no1	-16	-31	3	-3	2	-6	10	1	2	-1	-3
CNC(=O)c1c[nH]n2c(=O)c(Cc3ccccc3F)c(C)nc12	8	6	-48	1	-5	5	23	-5	-2	-9	5
Cc1cc(Nc2cccc(Cl)c2)c2ccccc2n1	1	14	-10	6	-2	24	-7	-15	-7	29	-22
N=c1c2c3c(sc2ncn1N)CCCC3	0	17	16	5	32	-3	13	6	21	26	-17
CSC(=O)NC(=O)NC(=O)c1ccc([N+](=O)[O-])cc1	6	11	-22	1	11	-11	7	10	-3	-7	-9
Cc1ccc(N2C(=O)[C@@H]3[C@H](C2=O)C2c4ccccc4C=NN2[C@@H]3C(=O)c2ccc(Cl)cc2)cc1 (stereo partly drawn)	-6	0	15	2	22	27	21	-4	-10	14	15
COCCN(C(=O)c1csnn1)C(C(=O)NC1CCCC1)c1ccc(C)cc1 (stereo not drawn)	-8	-5	2	-18	-1	7	7	4	-2	-1	-5
CCN(Cc1ccccc1)C(=O)c1nn(-c2ccc(OC)cc2)c(=O)c2c1c1ccccc1n2C	0	-33	11	12	-6	24	23	-6	20	4	26
CCOCCc1nnc(NC(=O)c2cccs2)s1	-3	-25	-7	-13	-28	-11	-6	2	7	-8	0
COc1ccc(NC(=O)CCC(=O)c2cc(C)sc2C)cc1	-10	-8	-17	5	9	11	18	8	9	-7	-10
CCOc1ccccc1CNC(=O)c1cc2oc3ccccc3c2n1C	16	-36	6	24	-16	0	-34	-26	-89	-30	8
CCS(=O)(=O)c1ccc2c(c1)N(S(C)(=O)=O)CC(C(=O)NCCOC)O2 (stereo not drawn)	-19	8	6	9	6	-9	-3	5	-15	11	7
Cn1ccc2c(/C=C/c3ccc(F)cc3)cc3c(c21)C1CCC3O1 (stereo not drawn)	13	11	-2	.	-3	-9	-10	-9	26	2	-34
COc1ccc(CNC(C)(C)C)cc1Cl	-10	-3	9	6	-11	-4	15	9	3	-1	17
c1nc(N2CCCC2)c2[nH]cnc2n1	-8	11	15	6	5	-7	11	5	-7	12	5
Cc1ccc2c(Cl)c(C(=O)Nc3nn[nH]n3)sc2c1	-7	-14	6	-8	-30	-2	-10	-2	14	-3	-7
O=C(NNC(=S)NC(=O)c1ccccc1[N+](=O)[O-])c1ccccc1	-2	-6	12	-13	-18	2	-13	-2	-7	4	-8
C=CCNc1nc(Nc2ccc(-c3nc4ccccc4o3)cc2)nc(N2CCOCC2)n1	-15	12	-5	-6	58*	18	-16	4	13	-9	53*

Later entries
SMILES	TRAIL sens C8	SRC1 inh	CF NFkB inh	EBV LMP1 NFkB	TROY signal inh	Shn3 3UTR inh	LRH-1 inv ag	KKLEB tox	SRC3 inh	NR2F2 inh	TWEAK Fn14 block
COc1cccc(C2=CC(c3ccc(OC)c(OC)c3OC)n3nnnc3N2)c1 (stereo not drawn)	10	-2	14	3	-4	7	-11	-7	13	-14	-9
CC(=O)c1ccc(C(=O)Nc2ccc(N3CCOCC3)cc2)cc1	-11	-4	-8	1	-7	10	-10	3	-6	14	7
COC(=O)c1ccccc1S(=O)(=O)N1CCCC(c2nc3c(nnn3Cc3ccc(C)cc3)c(=O)[nH]2)C1 (stereo not drawn)	-13	3	3	-7	-3	5	-1	5	-6	-3	-1
CCc1ccc(OC(C)C(=O)Nc2ccc(S(=O)(=O)Nc3nccs3)cc2)cc1 (stereo not drawn)	18	11	-6	-1	-1	-4	-10	10	17	24	-11
COc1ccc(/C=N/NC(=S)Nc2ccccc2)cc1COc1ccc(Br)cc1	6	-7	-5	2	11	9	-16	-4	-12	6	-28
O=C(NC1CC(=O)N(c2ccc3c(c2)OCCO3)C1)N1CCC(O)CC1 (stereo not drawn)	-3	5	0	-3	0	-15	-2	2	13	-6	2
O=C(NC1c2ccccc2-c2ccccc21)c1ccco1	-6	-3	-4	-3	-13	-5	-15	-6	-5	11	-12
COc1ccccc1-c1nnc2sc(COc3ccc(F)cc3)nn12	8	11	16	19	1	2	-17	12	-15	18	-2
COc1ccccc1N/C=C/C(=C(C#N)C#N)N(C)C	2	-4	17	-1	4	-8	-8	6	11	12	5
COc1cc(C)ccc1OCCOc1ccccc1Cl	8	-54	-20	-17	-13	-59	-114	-10	-63	-32	-38
Cc1occc1C(=O)N1CCN(S(=O)(=O)c2ccccc2)CC1	-23	-15	3	2	-2	-9	-2	5	3	14	11
O=C(NCCCn1ccnc1)c1ccccc1Cl	-16	1	9	1	13	-11	-6	1	-1	8	-2
COc1ccc(C(C(=O)NC(C)(C)C)N(C(=O)CNC(=O)c2cccs2)c2ccc(NC(C)=O)cc2)cc1OC (stereo not drawn)	5	-15	-8	7	13	-3	6	4	-7	-17	5
CCO[C@@H]1OC(C(=O)NC2CC2)=C[C@H](c2csc3ccccc23)[C@H]1CCCO	4	-1	-13	-2	-4	4	1	-2	4	-6	-5
O=C(Cc1cccs1)NNC(=S)NC(=O)c1ccco1	8	-1	-16	0	-60	-10	-9	2	1	13	-26

Among those listed so far, two contain a tert-butyl group.
SMILES	TRAIL sens C8	SRC1 inh	CF NFkB inh	EBV LMP1 NFkB	TROY signal inh	Shn3 3UTR inh	LRH-1 inv ag	KKLEB tox	SRC3 inh	NR2F2 inh	TWEAK Fn14 block
COc1ccc(CNC(C)(C)C)cc1Cl	-10	-3	9	6	-11	-4	15	9	3	-1	17
COc1ccc(C(C(=O)NC(C)(C)C)N(C(=O)CNC(=O)c2cccs2)c2ccc(NC(C)=O)cc2)cc1OC (stereo not drawn)	5	-15	-8	7	13	-3	6	4	-7	-17	5
